Assay outcomes: PubChem BioAssay, National Center for Advancing Translational Sciences (NCATS)
Ub-GFP proteasome: proteasome inhibitors stabilizing ubiquitin-GFP reporter; Ubiquitin-GFP reporter cells, proteasome inhibition, GFP fluorescence; response scale: untreated = 0%, 10 µM MG-132 = 100%; Potency, µM (titrated, usually from 45.9 µM), inactives show top-dose activation (GFP accumulation), actives largely listed as activators; 67,000 tested, under 10 active; AID 526; active = well fitted activation curve with a large enough effect, not every such curve was filed as active; inconclusive = small, poorly fitted or top-dose-only effect, or another doubt; inactive = no such curve, though single readings can be large or run the other way; also: potency is read from the fitted curve at half-maximal effect
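U2OS cells expressing ubiquitin(G76V)-GFP, seeded overnight in 0.5% FBS medium, then treated 4 hr at 37 C across 46 uM to 2.9 nM. GFP-positive cells counted by laser cytometry (488 ex/515 em); %activity scaled between basal and 10 uM MG-132.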
Epigenetic mod: epigenetic GFP locus derepression in mouse cells | 68,000 tested, 0.09% active | Potency, µM (highest dose often 46.1 µM), for inactives: at the top dose GFP derepression (activation) | mouse C127i GFP locus derepression, cytometry, 30 h | AID 597; also: % of control where 0% means no effect
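Read-out is the number of GFP-positive cells, scored as fluorescent objects 20 to 120 um wide, reflecting derepression of a silenced CMV-GFP reporter in murine C127i cells after 30 h compound exposure at 37 C.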
FLuc inh: firefly luciferase inhibition; Potency, µM (series often up to 57.1 µM), for inactives: top-dose activity change, negative = inhibition, most hits filed as inhibitors; 72,000 tested, 2.2% active; purified firefly luciferase, luminescence, 8 min; AID 411; P08659; also: potency is read from the fitted curve at half-maximal effect; % is scaled to controls: 0 for no effect and ±100 for the full control effect; nearly all actives have a fitted effect of over 40% in size
Target sequence (P08659 whole entry, looked up): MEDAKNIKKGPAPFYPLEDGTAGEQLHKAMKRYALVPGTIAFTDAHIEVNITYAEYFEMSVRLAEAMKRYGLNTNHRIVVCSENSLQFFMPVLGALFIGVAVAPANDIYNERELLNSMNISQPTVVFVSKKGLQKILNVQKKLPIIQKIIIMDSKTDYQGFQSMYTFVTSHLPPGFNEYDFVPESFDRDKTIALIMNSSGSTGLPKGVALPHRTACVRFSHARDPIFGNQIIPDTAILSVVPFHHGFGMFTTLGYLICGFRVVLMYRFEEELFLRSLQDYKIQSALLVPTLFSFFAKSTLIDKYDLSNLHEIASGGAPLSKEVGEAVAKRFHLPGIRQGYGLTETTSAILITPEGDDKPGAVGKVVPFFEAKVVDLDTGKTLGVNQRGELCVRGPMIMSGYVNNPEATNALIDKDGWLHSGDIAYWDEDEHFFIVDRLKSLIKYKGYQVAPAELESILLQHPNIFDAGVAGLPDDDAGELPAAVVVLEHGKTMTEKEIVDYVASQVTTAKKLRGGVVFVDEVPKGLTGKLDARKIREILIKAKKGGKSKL
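Inhibition of light generation by firefly luciferase from ATP and luciferin was profiled with concentration-response curves per sample, ATP held at 10 uM within the enzyme's linear range. Plates were read by luminescence after an 8-minute ambient incubation.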
Texas Red fluor: compound fluoresces in the Texas Red spectral region; max dye-equivalent concentration, M; Compound fluorescence, Texas Red channel, 547/618 nm; hits give high values; 59,000 tested, 0.06% active; in the data active = max dye-equivalent concentration above about 10 nM; inconclusive = between about 1.1 nM and that limit
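Pin-transferred compounds and Texas Red standards go into 100 mM Tris buffer, pH 8.0. After 15 min at room temperature, plates are imaged with 547/618 nm filters. Each value is a dye-equivalent concentration derived from the per-plate dye curve.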
ERK AVP inh: blocks ERK signaling stimulated by vasopressin; HEK293-V1b, vasopressin-stimulated pERK AlphaScreen; Potency, µM (titrated, usually from 57.5 µM), for inactives: at the highest dose activity, negative = inhibition, hits mostly inhibitors; 72,000 tested, 0.99% active; also: potency is read from the fitted curve at half-maximal effect; % is scaled to controls: 0 for no effect and ±100 for the full control effect; nearly all actives have a fitted effect of over 55% in size
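HEK293 cells stably expressing V1b receptor, seeded overnight in 1% FBS, were treated with compounds for 30 min at 37C, then stimulated 5 min with 25 nM vasopressin; phospho-ERK read by AlphaScreen SureFire after lysis.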
Hsp90 Hop PPI: changes Hsp90-Hop TPR2A binding signal, up or down; AlphaScreen TPR2A-His6 binding biotin-Hsp90 C-terminal peptide; Potency, µM (titrated, usually from 57 µM), inactives show top-dose activity change, negative = inhibition; 71,000 tested, 0.44% active; active = well fitted curve in either direction with a large enough effect; inconclusive = small, poorly fitted or top-dose-only effect, or another doubt; also: potency is read from the fitted curve at half-maximal effect; % is scaled to controls: 0 for no effect and ±100 for the full control effect; many of its hits are not listed in these tables
A350 fluor: compounds fluorescent in Alexa 350 spectral region | 59,000 tested, 11% active | Compound autofluorescence, 340/450 nm, Alexa 350 dye-equivalents; hits give high values | max dye-equivalent concentration, M | AID 590; in the data active = max dye-equivalent concentration above about 10 nM; inconclusive = mostly about 1.1 nM to 9.6 nM
Fluorescein autfl: compound autofluorescence in fluorescein spectral region | Compound autofluorescence, 480/540 nm, fluorescein-equivalent; hits give high values | max fluorescein-equivalent concentration, M | 59,000 tested, 0.91% active; in the data active = max fluorescein-equivalent concentration above about 10 nM; inconclusive = between about 1.1 nM and that limit
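Compounds were pin-transferred into 100 mM Tris buffer, pH 8.0, and incubated 15 min at room temperature. Fluorescence was read at 480 nm excitation/540 nm emission. Signals were normalized to an on-plate six-point fluorescein standard curve as dye-equivalent concentration.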
4-MU autofl: compound fluoresces in the 4-MU spectral region | 59,000 tested, 11% active | AID 589 | compound autofluorescence, 340/450 nm, 4-MU equivalents; hits give high values | max dye-equivalent concentration, M; in the data active = max dye-equivalent concentration above about 10 nM; inconclusive = mostly about 1.1 nM to 9.6 nM
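Intrinsic fluorescence at 340/450 nm (ex/em) was read after 15 min at room temperature in pH 8.0, 100 mM Tris. Each compound concentration expressed as 4-MU-equivalent concentration from a six-point 4-MU standard series on each plate.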
CRE-bla Fsk: modulators of forskolin-stimulated CRE signaling in CHO cells | 71,000 tested, 2.5% active | CHO CRE-bla reporter (cAMP response element driving beta-lactamase), forskolin EC10, beta-lactamase ratio | Potency, µM (top dose mostly 38.2 µM), inactives show top-dose activity change, negative = inhibition, hits mostly activators; active = well fitted activation curve with a large enough effect in the signal ratio, with a control signal flat, not every such curve was filed as active; inconclusive = small, poorly fitted or top-dose-only effect, or effect the other way, or a change in a side signal; the % refers to the signal ratio; also: potency is read from the fitted curve at half-maximal effect; % of control where 0% means no effect
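The 460nm/530nm emission ratio after CCF4 loading defined %Activity, from which AC50 values were obtained. CRE-bla CHO cells received compound dilution series together with an EC10 level of NKH 477 for 3 hours at 37 degrees Celsius.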
HBB splice mod: modulators of hemoglobin beta chain splicing. HBB splicing reporter cell assay, activation; EGFP reporter with mutant IVS2-654 intron; response scale: normalised to 500 nM splice-correcting PNA. Potency, µM (titrated, usually from 46.1 µM), for inactives: top-dose activation, actives largely listed as activators. 65,000 tested, 0.06% active; also: potency is read from the fitted curve at half-maximal effect; 0% is about no effect
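Compounds were applied for 2 days to HeLa EGFP-654 cells, 500/well in Optimem with 2% FCS. The reporter's EGFP is disrupted by mis-splicing of beta-globin intron IVS2-654. Readout: summed well GFP fluorescence from 488 nm laser scanning; reference was 500 nM antisense […] 654 PNA.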
* marks the source's active call; other numbers are inactive results; i = inactive; ? = inconclusive; nt = not tested or not shown; [ ] = another dose, or the depositor's remark. Unless noted, calls follow the shape of the dose curve; as a rule, active = well fitted curve in the direction sought with a large enough effect; inconclusive = small, poorly fitted or top-dose-only effect, or another doubt; inactive = no such curve, though single readings can be large; an effect the other way counts as inactive or inconclusive.

Under each structure – Fluorescein autfl	Hsp90 Hop PPI	CRE-bla Fsk	FLuc inh	Epigenetic mod	Texas Red fluor	HBB splice mod	A350 fluor	Ub-GFP proteasome	ERK AVP inh	4-MU autofl
> Cc1cc(C)nc(Nc2nc(=O)c3ccccc3s2)n1
 : nt	-3%	13%	-5%	3%	nt	-2.6%	nt	-2%	-23%	nt
> COc1cc(OC)nc(NC(=O)NS(=O)(=O)c2ccc(OC(F)(F)F)cc2)n1
 : i	-3%	6%	4%	2%	i	0.6%	i	-1%	16%	i
> CCOc1ccc2nc(N3CCOCC3)nc(C)c2c1
 : i	?	?	16µM*	-2%	i	-0.6%	1.4e-06M*	0%	22%	1.5e-06M*
> CCOC(=O)Cc1nnc(NC(=O)c2ccccc2OCC)s1
 : nt	0%	13µM*	-6%	9%	nt	4.3%	nt	0%	-22%	nt
> COC(=O)c1cc(Cl)c(NC(=O)c2ccco2)cc1OC
 : ?	-2%	29%	0%	-3%	?	-1.3%	i	-1%	-26%	i
> CC1Cc2ccccc2N1C(=O)CCNS(=O)(=O)c1ccc2c(c1)CCC(=O)N2 (stereo unspecified)
 : ?	-1%	?	1%	-1%	i	1.5%	i	3%	-16%	i
> CCOC(=O)c1ccccc1NCN1C(=O)CSC1=O
 : nt	8%	3%	-1%	-2%	nt	-1.5%	nt	-10%	-9%	nt
> COc1ccc2c(Cl)c(-c3nnco3)sc2c1
 : ?	-1%	?	-2%	0%	i	-1.8%	?	0%	-12%	i
> COCCNC(=O)COc1ccc(Nc2ccccc2)cc1
 : ?	-4%	-6%	-2%	2%	i	-0.6%	i	-3%	12%	i
> O=C(NCc1ccco1)c1ccc(S(=O)(=O)N2CCCc3ccccc32)cc1
 : ?	-1%	-11%	-1%	-1%	i	-0.1%[57.5 µM]	i	3%	7%	i
> Cc1cccc(NC(=O)c2ccc(S(=O)(=O)N(C)C)cc2)n1
 : i	3%	-9%	-2%	0%	?	-1.1%	i	-5%	0%	i
> C=CCNC(=O)C1CCN(S(C)(=O)=O)CC1
 : i	2%	0%	-1%	0%	i	nt	i	-1%	25%	i
> Cc1cc(=O)cc(C)n1-c1ccccc1N1CCOCC1
 : i	-14%	?	-3%	6%	?	-1.9%	i	-2%	?	i
> COc1cccc(N2CCN(C3CC(=O)N(c4cccc(Cl)c4)C3=O)CC2)c1 (stereo unspecified)
 : ?	nt	nt	3%[25.5 µM]	-2%[20.6 µM]	i	nt	i	nt	nt	i
> COC(=O)c1ccc(CSc2nc(-c3ccco3)cc(C(F)(F)F)n2)o1
 : i	23%	?	-3%	4%	i	-0.2%	?	2%	42%	?
> O=C(NCC(=O)N1CCCC1C(=O)O)OC1CCCCC1 (stereo unspecified)
 : i	1%	1%	4%	2%	i	1.9%	i	11%	-14%	i
> CC1(C)CC(=O)C(/C=N/c2ncccc2C(=O)O)=C(O)C1
 : i	1%	12%	-2%	3%	i	-2.8%	?	-7%	-2%	?
> Cc1cc(C)c2c(CN3CCN(Cc4ccc5c(c4)OCO5)CC3)cc(=O)oc2c1
 : i	-4%	7%	2%	0%	i	1.4%[57.5 µM]	i	-2%	-20%	i
> CCOc1ccc(/C=c2\sc3nc(-c4ccco4)nn3c2=O)cc1OCC
 : 1.2e-07M*	-1%	-3%	1%	2%	i	0.0%	i	4%	?	i
> Cc1nnc(SCC(=O)N2CCC(Cc3ccccc3)CC2)n(N)c1=O
 : ?	-3%	-10%	0%	3%	i	-0.7%	i	1%	-6%	i
> CCN(CC)C(=O)CSc1nc2sc(C)c(C)c2c(=O)[nH]1
 : i	-4%	19%	5%	3%	i	12%	i	-3%	-27%	i
> Cc1cccc(Cl)c1OCCCCn1ccnc1
 : ?	-3%	28%	3%	?	i	-1.2%	i	7%	-14%	i
> O=C(CSc1nnc2scc(-c3ccccc3)n12)c1ccc2c(c1)OCCO2
 : nt	-3%	21%	1%	7%	nt	-1.0%	nt	15%	-6%	nt
> COc1cccc(-c2nccc(NCc3ccccc3)n2)c1
 : ?	25%	-6%	-21%[2.29 µM]	-2%[9.22 µM]	i	-1.4%	i	2%	10µM*	i
> Cc1cc(NC(=O)CSc2nnc(COc3cccc(C)c3C)n2Cc2ccco2)no1
 : i	0%	-7%	-1%	0%	i	0.1%[57.5 µM]	i	-2%	-8%	i
> CCCS(=O)(=O)N1CCCC(C(=O)NCCN2CCOCC2)C1 (stereo unspecified)
 : i	-4%	-2%	-1%	2%	i	0.1%	i	1%	7%	i
> Cc1ccc(OCC(=O)Nc2ccc3c(c2)nc2n3CCOC2)cc1
 : ?	1%	16%	-6%	-2%	i	4.5%[0.369 µM]	i	nt	-12%	i
> COc1ccc(CC(=O)NC(CC(=O)O)c2ccc(OC)cc2)cc1 (stereo unspecified)
 : i	0%	?	-1%	8%	i	-1.2%	i	-19%	24%	i
> COc1cccc(N2C(=O)CC(N3CCN(S(=O)(=O)c4ccccc4)CC3)C2=O)c1 (stereo unspecified)
 : i	-2%	-5%	-1%	2%	i	-1.4%	i	-2%	-26%	i
> O=S(=O)(NCCCN1CCN(c2ccccc2F)CC1)c1cccc2cccnc12
 : nt	-12%	-17%	2%	nt	nt	-1.2%	nt	4%	nt	nt
> S=c1[nH]nc(C23CC4CC(CC(C4)C2)C3)n1Cc1ccco1
 : i	-6%	-4%	1%	-1%	i	-0.8%	i	-10%	9%	i
> CSc1cccc(NC(=O)C2CCCN2S(=O)(=O)c2ccc3c(c2)CCC(=O)N3)c1 (stereo unspecified)
 : i	-8%	-2%	-2%	0%	i	-2.2%	i	13%	-26%	i
> COc1ccc(C)cc1S(=O)(=O)N1CCCCC1
 : i	-5%	?	-2%	-3%	i	-1.4%	i	-4%	-2%	i
> COCCN(CCOC)c1nc(C)nc2c1nc(-c1ccccc1)n2CCN1CCCC1
 : nt	-1%	15%	nt	nt	nt	0.8%	nt	-4%	-4%	nt
> Nc1c(C(=O)c2ccc(F)cc2)oc2ccccc12
 : ?	8%	?	-8%	0%	?	4.2%[1.84 µM]	?	-1%	-10%	?
> C=CCSC1=C(C#N)C(c2ccccc2OCC)C(C#N)C(=O)N1 (stereo unspecified)
 : ?	-7%	-3%	-2%	3%	i	nt	i	1%	-27%	i
> Cc1nnc(NC(=O)CSc2nnc(-c3ccc(S(=O)(=O)N4CCCC4)cc3)n2C)s1
 : i	-1%	0%	4%	0%	i	nt	i	-3%	-2%	i
> COC(=O)C1(C#N)C(c2ccccc2)C1(C(=O)OC)C(=O)OC (stereo unspecified)
 : nt	0%	-1%	2%	0%	nt	-0.6%[9.22 µM]	nt	-8%	16%	nt
> O=C(C1CN(S(=O)(=O)c2ccccc2)CCN1S(=O)(=O)c1ccccc1)N1CCCCCC1 (stereo unspecified)
 : nt	-3%	-8%	0%	-2%	nt	0.9%	nt	16%	-6%	nt
> COc1ccc(NC(=O)c2ccc(-n3nc(C)c[n+]3[O-])cc2)cc1
 : ?	-2%	?	-10%	0%	i	0.8%	i	0%	-17%	i
> COc1ccccc1C(=O)n1nc(-c2ccccc2)nc1N
 : ?	-5%	-11%	0%	-3%	?	-1.2%	i	-1%	-14%	i
> CCC1Oc2nc(SC)nnc2-c2ccccc2N1C(=O)c1ccccc1 (stereo unspecified)
 : nt	-9%	-6%	1%	0%	nt	1.0%	nt	-9%	-5%	nt
> O=C(c1ccco1)N1CCN(C(=O)C2CCCc3c2[nH]c2ccc(Cl)cc32)CC1 (stereo unspecified)
 : i	-5%	-23%	4%	0%	i	-0.2%[57.5 µM]	i	-1%	-8%	i
> CCn1c(=O)cc(OCC(=O)Nc2ccc(Cl)cn2)c2ccccc21
 : i	2%	-9%	1%	0%	i	-2.2%	i	0%	11%	i
> COc1ccccc1CC(NC(C)=O)C(=O)N1CCN(C(=O)Nc2ccccc2Cl)CC1 (stereo unspecified)
 : ?	1%	-13%	2%	0%	i	0.5%[57.5 µM]	?	3%	-7%	?
> CCOC(=O)c1ccc(NC(=O)c2nn(C)cc2Br)cc1
 : nt	-3%	10%	?	-2%	nt	-0.9%	nt	-3%	-14%	nt
> CCOC(=O)c1cc(CC)sc1NC(=O)CCC(=O)O
 : i	-1%	21%	1%	1%	i	0.6%[57.5 µM]	i	-1%	-8%	i
> O=C(NCc1cccnc1)Nc1ccc(F)cc1F
 : i	-4%	1%	-4%	-3%	?	0.8%	?	-2%	-5%	i

A portion of the library; the hit share may differ from the screen's.
